From PubChem
MITF primary: MITF inhibitors, primary screen, biochemical, AlphaScreen, human; hit rate 0.91% among 650,000; AlphaScreen MITF homodimerization, bead proximity signal; inhibition, % at 2.6 µM; Microphthalmia-associated transcription factor (Homo sapiens), O75030; in the data active means inhibition above about 50%;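 further: 0% = vehicle wells with protein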
Target sequence (O75030 whole entry, looked up): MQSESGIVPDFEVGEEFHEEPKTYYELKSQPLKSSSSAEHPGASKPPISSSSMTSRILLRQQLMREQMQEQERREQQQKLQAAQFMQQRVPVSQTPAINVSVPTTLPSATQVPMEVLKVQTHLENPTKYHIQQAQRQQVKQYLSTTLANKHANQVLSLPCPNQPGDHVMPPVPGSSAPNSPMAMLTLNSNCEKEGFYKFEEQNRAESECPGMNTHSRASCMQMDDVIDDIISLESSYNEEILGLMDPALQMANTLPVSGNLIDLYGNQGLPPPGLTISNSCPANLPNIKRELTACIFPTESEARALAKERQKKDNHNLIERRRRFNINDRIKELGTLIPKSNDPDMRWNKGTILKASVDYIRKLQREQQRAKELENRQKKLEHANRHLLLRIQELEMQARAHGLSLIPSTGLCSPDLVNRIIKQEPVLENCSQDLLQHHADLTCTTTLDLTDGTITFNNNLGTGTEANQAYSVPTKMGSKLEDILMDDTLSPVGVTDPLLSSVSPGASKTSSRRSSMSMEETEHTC
GPR151 activ: activators of human GPR151, primary screen, cell-based, PathHunter beta-arrestin, luminescence. G-protein coupled receptor 151 (Homo sapiens), Q8TDV0. PathHunter beta-arrestin GPR151 cells. activation, % at 11.2 µM. hit rate 1% among 650,000; in the data active means activation above about 4.9%;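 further: 0% = median of compound wells and 100% = cells with positive control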
Target sequence (Q8TDV0 whole entry, looked up): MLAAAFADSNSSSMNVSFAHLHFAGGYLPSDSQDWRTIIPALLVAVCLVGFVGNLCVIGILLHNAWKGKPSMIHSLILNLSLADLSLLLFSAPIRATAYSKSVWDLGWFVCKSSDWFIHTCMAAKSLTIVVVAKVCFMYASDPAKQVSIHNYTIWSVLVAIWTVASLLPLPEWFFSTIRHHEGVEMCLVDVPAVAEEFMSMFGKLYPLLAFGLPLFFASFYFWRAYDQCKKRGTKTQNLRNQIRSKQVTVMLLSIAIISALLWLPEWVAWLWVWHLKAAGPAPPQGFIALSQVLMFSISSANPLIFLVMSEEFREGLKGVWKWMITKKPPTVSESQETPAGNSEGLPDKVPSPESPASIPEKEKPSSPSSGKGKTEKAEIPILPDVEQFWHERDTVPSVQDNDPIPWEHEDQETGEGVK
TEAD-YAP inh: TEAD-YAP interaction inhibition, primary screen, TEAD-YAP interaction inhibitor project, luminescence, HEK-TIYL cells. TEAD-Gal4/YAP UAS-luciferase luminescence. inhibition, % at 9.12 µM. hit rate 1.4% among 640,000. AID 1259422, 2018; in the data active means inhibition above about 32%;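 further: 0% = median of test compound wells and 100% = reference inhibitor wells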
FBW7 act: FBW7 E3 ligase activators, primary screen, biochemical, AlphaScreen, human; hit rate 0.13% among 650,000; AlphaScreen FBW7–phospho-cyclin E peptide binding, activator screen; normalized activity (activation), % at 26.1 µM; F-box/WD repeat-containing protein 7 (Homo sapiens), Q969H0; in the data active means normalized activity above about 1.9%;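 further: purified mutant Fbw7 with reduced substrate affinity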
Active calls of the source: *.

SMILES	MITF primary	GPR151 activ	TEAD-YAP inh	FBW7 act
Cc1ccc(NCC(O)CN=C(N)N)c(C)c1 (configuration not stated)	-11	-0.9	-3	-0.4
O=C(Nc1ccccc1)c1ccc(Cl)c(S(=O)(=O)NCc2ccccc2)c1	-2	8.2*	13	0.0
Cn1cnnc1SCC(=O)c1ccc(C(C)(C)C)cc1	-3	3.3	-15	-0.1
Cc1cc(NC(=O)COC(=O)C2CCC(=O)N2)c([N+](=O)[O-])cc1C (configuration not stated)	1	2.0	3	-0.1
CCSc1nnc2c(n1)OC(c1c(Br)cc(Br)c(O)c1Br)Nc1ccccc1-2 (configuration not stated)	14	0.5	-7	0.5
CCOC(=O)C(Cc1ccccc1)NC(=O)c1cccc2c1C(=O)N(Cc1cccnc1)C2 (configuration not stated)	1	-0.4	16	-0.2
Cc1nn(C(C)C(=O)N(C)Cc2ccccc2)c(=O)c2cc3occc3n12 (configuration not stated)	4	-0.2	-4	-0.1
COc1cc(/C=C/c2ccc3cccc(O)c3n2)ccc1OCc1ccccc1	-3	-0.5	9	-0.1
CN(C)CCN=CC1=C(O)CC(C)(C)CC1=O	15	-0.1	-5	0.3
Cc1cc(SCC(=O)N(C)C)n2c(nc3ccccc32)c1C#N	-7	-1.2	-3	0.0
CCOC(=O)c1c(C)oc2ccc(OC(=O)c3ccc(C)cc3)cc12	0	0.7	5	-0.1
O=C(Nc1ccc(Cl)cc1)c1ccc(Nc2nc(-c3ccccc3)c3cc(Cl)ccc3n2)cc1	-5	-1.7	7	0.0
CCOc1ccc(/C=C2\N=C(c3ccccc3C)OC2=O)cc1	0	-0.6	-1	-0.2
CN(C)CCCn1c(=O)[nH]c(=O)c2c1ncn2C	-1	0.4	-5	0.6
COC(=O)c1c(NC(=O)c2c(OC)cccc2OC)sc2c1CCC(C)C2 (configuration not stated)	6	-1.8	-13	0.0
O=C1CN(C(=O)CSc2nc3c(n2-c2ccccc2)CCCC3)c2ccccc2N1	5	-0.7	1	0.0
COc1cc2nc(-c3cccc(N)c3)nc(Nc3ccc(N4CCOCC4)cc3)c2cc1OC	6	-2.3	5	0.0
COc1cc(NC(=O)C(=O)NCCN(C)C)c(OC)cc1Cl	-3	-0.8	-4	-0.1
CC(=O)c1c(C)n(-c2ccc(Cl)cc2)c2ccc(O)cc12	16	-1.0	1	0.0
COc1ccc(C(=O)Nc2ccc(NC(=O)c3ccccc3)c(C)c2)cc1[N+](=O)[O-]	-9	1.9	1	0.1

Full records from above. Order of screens: MITF primary	GPR151 activ	TEAD-YAP inh	FBW7 act
COc1cc2nc(-c3cccc(N)c3)nc(Nc3ccc(N4CCOCC4)cc3)c2cc1OC is listed as 6	-2.3	5	0.0
CCOC(=O)C(Cc1ccccc1)NC(=O)c1cccc2c1C(=O)N(Cc1cccnc1)C2 (configuration not stated) is listed as 1	-0.4	16	-0.2

(listing goes on)
SMILES	MITF primary	GPR151 activ	TEAD-YAP inh	FBW7 act
O=C(Nc1ccc(F)c(F)c1)c1ccc(F)c(S(=O)(=O)N2CCN(c3ccccc3)CC2)c1	-6	0.7	6	0.0
O=C1NCC(c2ccccc2)C1C(=O)N/N=C\c1cccc(O)c1 (configuration not stated)	-2	0.1	9	0.0
Cc1cc(=O)c2c([nH]1)c(C)cc1c(C)c(C)n(C)c12	14	4.0	-6	0.1
CC(C)(C)NC(=O)CSc1nnc(C2CC2)n1Cc1ccccc1	11	-0.9	-3	1.2
COc1ccc(-c2cc(-c3ccccc3)c3cc(Cl)ccc3n2)cc1	10	0.1	8	0.0
CCOc1ccc(C2NC(=O)NC(C)=C2C(=O)OC2CCCC2)cc1OC (configuration not stated)	3	-1.7	-5	0.4
CCCCOc1ccc(C(=O)Nc2cccc(O)c2)cc1	-2	-2.6	82*	0.0
CCCC1COC(Cn2cncn2)(c2ccc(C)cc2)O1 (configuration not stated)	3	1.7	0	-0.1
CC1(C)CC(=O)C(C(C2=C(O)CC(C)(C)CC2=O)c2cc(Br)ccc2O)C(=O)C1 (configuration not stated)	5	1.4	-7	-0.1
Nc1cc(C(=O)OCCOc2ccc(Br)cc2)ccc1Cl	-7	0.5	-3	0.2
c1ccc(-c2nc(N3CCCCCC3)nc(-n3ccnc3)n2)cc1	-3	-0.6	13	0.0
COc1ccc(S(=O)(=O)n2c([N+](=O)[O-])cnc2C)cc1OC	7	-0.7	6	0.0
CCCCSc1nnc2c(n1)OC(c1cc(OC)c(OC)c(OC)c1)Nc1ccccc1-2 (configuration not stated)	-7	0.4	-24	0.0
Cc1ccc(N=Cc2nc(-c3ccccc3F)oc2O)cc1	12	0.0	-47	0.1
COc1cc(/C=C2\SC(=S)N(C(C)C(=O)O)C2=O)cc(OC)c1OC (configuration not stated)	-2	-0.1	10	0.0
O=C(CCN1C(=O)C2C3CCC(C3)C2C1=O)Nc1ccc(Cl)c(Cl)c1 (configuration not stated)	-10	-0.9	7	0.0
COc1ccc(CCNc2c(-c3cccs3)nc3cnccn23)cc1OC	2	0.7	-2	-0.1
O=c1c2c3c(sc2ncn1CCCO)CC(NCCc1ccc(F)cc1)CC3 (configuration not stated)	-4	0.6	7	0.0
CCN(CC)CCCNc1c([N+](=O)[O-])c(=O)n(C)c2ccccc12	6	-0.5	8	-0.1
O=C(CSc1nc(=O)n(CC2CCCO2)c2c1CCCC2)Nc1ccccc1F (configuration not stated)	13	-0.4	-5	-0.1
CCOC(=O)N1CCC(n2c(SCC(=O)NCCc3ccc(OC)c(OC)c3)nc3ccsc3c2=O)CC1	11	-0.6	-6	0.2
CCOc1ccccc1N1C(=S)NC(C)(C)C=C1C	14	-1.3	9	0.0
Cc1ccc(-c2ccccc2)n1-c1cccc2cccnc12	-1	0.9	-17	-0.3
O=C(CSc1nc2ccccc2[nH]1)c1ccc(F)cc1	9	0.6	-68	-0.1
Cc1cc(NCCc2ccc(O)cc2)nc(Nc2ccc(-n3ccnc3)cc2)n1	5	3.3	42*	-0.1
CC[C@H](C)[C@@H]1NC(=O)[C@H]2CN(C(=O)c3cc(Cl)cc(Cl)c3)CCN2C1=O	-19	0.3	5	0.0
CCOC(=O)CC1=C(C(=O)OCC)C(c2cccc(Cl)c2Cl)C(C#N)=C(N)O1 (configuration not stated)	-1	2.2	1	-0.1
CCNC(=S)Nc1ccc(OCC)cc1	13	0.1	-3	0.2
CCn1c(-c2cn(C)nc2C)n[nH]c1=S	23	0.2	4	0.0
N#CC1=C(N)Oc2n[nH]c(-c3ccccc3)c2C1c1ccc([N+](=O)[O-])cc1Cl (configuration not stated)	1	1.0	-20	0.2
CCCc1nc2c(nnn2Cc2ccccc2F)c(=O)[nH]1	-5	0.7	7	-0.2
Cn1c(=O)cc(N2CCc3ccccc3C2)n(Cc2ccccc2)c1=O	-1	2.8	0	-0.1
O=C1CCCN1CCCNc1nc2ccccc2n2nnnc12	-7	5.9*	2	0.0
Cc1ccc(NC(=O)Nc2nnc(N3CCCCC3)s2)cc1	8	-0.2	-18	0.0
CC1=Nc2cc([N+](=O)[O-])ccc2NC(C)(C)C1	18	0.6	-38	0.0
COc1cccc(CNC(=O)C(=O)NCC2CCCN2S(=O)(=O)c2ccc(C)cc2)c1 (configuration not stated)	3	3.5	41*	-0.1
CCOC(=O)C1CCN(Cc2ccc(C(F)(F)F)cc2)CC1	51*	1.0	2	0.4
O=C(COc1ccccc1Br)Nc1ccc(N2CCOCC2)cc1	-2	0.7	-7	-0.1
Cc1c(C(=O)NCc2ccccc2Cl)oc2ccc(S(=O)(=O)N3CCCC3)cc12	5	0.0	5	0.0
Cc1ccc(OCC(=O)Nc2cc([N+](=O)[O-])ccc2F)cc1	6	1.3	-41	-0.1
CC(C)CC(C(=O)OCC(=O)Nc1ccc(F)c(F)c1F)N1C(=O)c2ccccc2C1=O (configuration not stated)	13	0.0	0	0.2
O=C(CSc1nnc(NC2CCCCC2)s1)Nc1ccc(F)c(F)c1F	8	-1.5	-14	0.8
CN(Cc1cscn1)Cc1ccc(C(=O)NC2C3CC4CC(C3)CC2C4)c(=O)[nH]1 (configuration not stated)	8	0.3	-4	0.1
CCc1ccc(/C=C(/NC(C)=O)C(=O)O)s1	10	-0.7	-6	0.1
COc1ccc(CCNC(=O)CCc2cn(C)c3ccccc23)c(OC)c1OC	3	0.1	-5	0.6
CC(C)c1ccc(N2CC(C(=O)O)CC2=O)cc1 (configuration not stated)	10	-1.1	11	0.2
Cc1ccc2c(c1)-c1c(cnn1CC(=O)Nc1ccc(Cl)cn1)CO2	-12	1.0	-2	-0.2
O=C(NNS(=O)(=O)c1ccc(F)cc1)c1cc(Cl)ccc1O	16	0.3	-8	0.5
O=C(OCC(=O)C12CC3CC(CC(C3)C1)C2)C1=COCCO1	-12	-0.7	9	-0.1
CCCCC(=O)N1c2ccccc2NC2=C(C(=O)CCC2)C1c1cccs1 (configuration not stated)	-9	0.6	1	-0.2
O=C(/C=C/c1cccs1)Nc1ccc(-c2nnc3n2CCCCC3)cc1	-9	-2.0	-18	0.4
O=C(CN(Cc1ccccc1)S(=O)(=O)c1cc(Cl)ccc1Cl)NCCO	-24	-0.2	9	-0.1
COc1ccc(C(=O)NNC(=O)c2cc3ccccc3oc2=O)cc1OC	-5	0.2	8	-0.1
CCCC(C)c1c(O)nc(Nc2nc(C)c3cc(OC)ccc3n2)[nH]c1=O (configuration not stated)	13	2.3	-3	-0.1
CC(=O)c1cc(C#N)c(SCC(N)=NC#N)nc1C	-5	-1.1	-15	0.2
O=C(Oc1ccc2c3c(c(=O)oc2c1)CCC3)c1ccccc1	9	0.3	7	-0.1
O=S(=O)(c1cccc(F)c1)N1CCC2(CC1)Nc1ccccc1-n1cccc12	0	2.0	-8	0.1
COc1ccc(Cl)cc1NC(=O)c1cc(S(=O)(=O)NCCc2ccccc2)ccc1F	6	-0.1	-9	-0.2
CC(=O)Nc1ccc(Nc2ncnc3c2nc(-c2csc4ccccc24)n3C(C)C)cc1	3	-1.3	-16	0.1
CCOc1cccc2cc(C(N)=O)/c(=N/c3sc4c(c3C#N)CCCC4)oc12	13	0.1	2	0.1

Further structures.
SMILES	MITF primary	GPR151 activ	TEAD-YAP inh	FBW7 act
O=C(Nc1nc2ccccc2[nH]1)C1CCC1	-7	-4.2	-47	-0.1
O=C1CCC(CCNCCOc2ccc(F)cc2)N1Cc1cccs1 (configuration not stated)	20	0.7	-5	-0.7
COc1ccc(/C(N)=N/OC(=O)c2cccc(OC)c2OC)cc1	-1	0.4	-53	0.2
C=CCNc1nc(Nc2ccc([N+](=O)[O-])cc2)nc(OCC)n1	5	0.0	1	0.2
O=C(Oc1cccnc1)c1ccc(F)cc1	-4	1.6	-4	-0.2
CCN(CC)S(=O)(=O)c1ccc(NS(=O)(=O)c2ccc(OC)c(Cl)c2)cc1	9	2.7	9	0.0
COc1cc(/C=C/C(=O)OCC(=O)c2cc(C)n(C)c2C)ccc1OCC#N	-7	-0.4	5	-0.2
C(=C1c2ccccc2-c2ccccc21)c1ccccn1	12	-0.6	0	-0.2
CC(C)(CO)CNC(=O)CC1C(=O)NCCN1Cc1c(F)cccc1Cl (configuration not stated)	8	-0.7	12	0.1
COc1ccccc1CNC(=O)CNC(=O)Cn1cnc2sc(C)c(C)c2c1=O	1	-0.5	1	0.1
COc1cccc(OCCNS(=O)(=O)c2ccc3ccccc3c2)c1	14	2.5	2	0.1
Cc1ccc(NC(=O)CS/C(NC(=O)c2ccccc2)=C(\C#N)C(CC(=O)c2ccccc2)c2ccccc2Cl)cc1 (configuration not stated)	13	-1.4	11	0.1
COc1ccccc1Nc1nc(C)c(Cl)c(Nc2ccccc2OC)n1	10	0.7	-3	-0.1

Gathered by group, the compounds so far containing an aryl thioether with sulfur outside any ring
SMILES	MITF primary	GPR151 activ	TEAD-YAP inh	FBW7 act
Cn1cnnc1SCC(=O)c1ccc(C(C)(C)C)cc1	-3	3.3	-15	-0.1
CCSc1nnc2c(n1)OC(c1c(Br)cc(Br)c(O)c1Br)Nc1ccccc1-2 (configuration not stated)	14	0.5	-7	0.5
Cc1cc(SCC(=O)N(C)C)n2c(nc3ccccc32)c1C#N	-7	-1.2	-3	0.0
O=C1CN(C(=O)CSc2nc3c(n2-c2ccccc2)CCCC3)c2ccccc2N1	5	-0.7	1	0.0
CC(C)(C)NC(=O)CSc1nnc(C2CC2)n1Cc1ccccc1	11	-0.9	-3	1.2
CCCCSc1nnc2c(n1)OC(c1cc(OC)c(OC)c(OC)c1)Nc1ccccc1-2 (configuration not stated)	-7	0.4	-24	0.0
O=C(CSc1nc(=O)n(CC2CCCO2)c2c1CCCC2)Nc1ccccc1F (configuration not stated)	13	-0.4	-5	-0.1
CCOC(=O)N1CCC(n2c(SCC(=O)NCCc3ccc(OC)c(OC)c3)nc3ccsc3c2=O)CC1	11	-0.6	-6	0.2
O=C(CSc1nc2ccccc2[nH]1)c1ccc(F)cc1	9	0.6	-68	-0.1
O=C(CSc1nnc(NC2CCCCC2)s1)Nc1ccc(F)c(F)c1F	8	-1.5	-14	0.8
CC(=O)c1cc(C#N)c(SCC(N)=NC#N)nc1C	-5	-1.1	-15	0.2
